AddAB inh: less growth of phage-infected E. coli with AddAB; E. coli expressing H. pylori AddAB, absorbance growth; inhibition, % at 11.9 µM; 330,000 tested, 0.29% active; AID 435030; in the data active = inhibition above about 12%;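 note: 0% = vehicle wells of infected cells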
PfHsp90 set2: growth inhibition of yeast expressing Plasmodium Hsp90; 310,000 tested, 0.32% active; inhibition, % at 9.4 µM; S. cerevisiae expressing PfHsp90, BacTiter-Glo ATP, 48 h; yeast lacking PDR1 and PDR3 efflux regulators;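 active = every replicate shows inhibition above about 80%, whatever the replicate mean, limit read from the data; inconclusive = mean inhibition reaches the set limit but some replicate falls short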;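 note: 0% = DMSO neutral controls and 100% = 20 µM radicicol positive controls; yeast relying on Plasmodium falciparum Hsp90 in place of its own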
PKA-R1A act: activators of PKA-R1A complex; P00514+P68181; PKA-R1A dissociation, Cy5-IP20 fluorescence polarization; scaled: DMSO 0%, 113 µM cGMP 100%; activation, % at 11.4 µM; 340,000 tested, 0.083% active; AID 504707;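 active = percent activation above the mean of all tested compounds plus 3 SD, cut at about 19% in these data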;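 note: higher means more PKAc released from R1A so a rise in polarization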
Arr AP2 block: blocks beta-arrestin peptide binding to AP2 adaptin | FITC-arrestin peptide / GST-AP2 beads, flow cytometry; AP2 beta2 appendage carries R879A mutation | inhibition, % at 10 µM | AID 504490 | 340,000 tested, 0.31% active;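 active = inhibition above a set limit, near 3 SD of compounds lacking own fluorescence, cut at about 54% in these data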;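 note: plate controls were DMSO wells for no effect and 5 µM unlabelled arrestin peptide for full effect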
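System: GST-AP2 R879A glutathione beads. Medium: PBS with 0.05% Tween 20 and 0.1% BSA. Also added: FITC-arrestin peptide, 50 nM. Incubation: 12 min plus 1 h, RT. Measured by: high-throughput flow cytometry of beads, ex 488, em 535 nm. Evaluation: percent drop in bead-associated FITC signal.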
Tat transport: blocks Tat-dependent protein export in E. coli. E. coli MC4100 TorA-mCherry Tat export, fluorescence. inhibition, % at 10 µM. 340,000 tested, 0.036% active. AID 488895;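 active = mean replicate inhibition at least 50% and at least half of replicates individually reaching 50%; inconclusive = only one of the two criteria met; inactive = neither criterion met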;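 note: exported cargo escapes ClpAP degradation while cytoplasmic cargo is degraded and loses fluorescence; 0% = median of neutral control wells and 100% = median of NaSCN control wells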
phage Ecoli inh: E. coli growth loss with phage present | 360,000 tested, 0.26% active | growth absorbance | inhibition, % at 11.9 µM | AID 651602; in the data active = inhibition above about 11%
OPRM1-OPRD1 inv: inverse agonists of human mu-delta opioid receptor heterodimerization | inhibition, % at 9.3 µM | P35372+P41143 | 340,000 tested, 0.21% active | cell-based MOR-DOR heterodimer luminescence, inverse agonism | AID 504357; in the data active = inhibition above about 22%, passing the limit was not always enough;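 note: 0% = cells with DMSO and 100% = wells without cells with DMSO; values of inactives mirror those of a sister screen read the other way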
Mot1-301 SUMO: inhibitors of SUMOylation pathway: yeast Mot1-301 growth rescue; S. cerevisiae Mot1-301 growth rescue, ATP luminescence, 38.5C; percent above DMSO median, 100 means doubled; growth rescue, % at 18.8 µM; 320,000 tested, 1% active;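 active = every valid replicate shows activation above 250% relative to neutral control wells; inactive = the rest, any valid replicate at or below 250%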;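 note: OY570 slx delta 5 strain wells were the positive control but not used for scaling; some compounds called inactive have numbers as strong as hits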
OPRM1-OPRD1 ag: agonists of human mu-delta opioid receptor heterodimerization; cells, OPRM1-OPRD1 heterodimerization, luminescence; activation, % at 9.3 µM; 340,000 tested, 0.3% active; in the data active = activation above about 18%;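 note: 0% = vehicle-treated cells and 100% = reference agonist; values of inactives mirror those of a sister screen read the other way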
Ecoli viability: bacterial growth inhibition, counter-screen for AddAB inhibitors | E. coli V3065 growth, OD600 absorbance, 18 h | inhibition, % at 11.9 µM | 330,000 tested, 0.27% active | AID 449728;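 active = inhibition above the campaign's mean inhibition across all tested compounds plus 3 SD, cut at about 9.9% in these data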;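 note: uninfected addAB+ strain grown without phage in ampicillin broth; 0% = DMSO wells and 100% = ciprofloxacin 0.95 µg/ml wells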
DSG3 Ab inh: blocks pemphigus antibody binding to human desmoglein-3; 310,000 tested, 0.48% active; DSG3-coupled beads, scFv-anti-DSG3-GFP binding, flow cytometry; active compounds read low; P32926; binding (percent of control), % at 10 µM;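 active = binding more than 3 SD below its plate's average and above zero; inconclusive = below that plate limit but binding exactly zero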;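 note: hits lower antibody fragment binding to DSG3; some compounds called inactive have numbers as strong as hits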
Target sequence (P32926 whole entry, looked up, the tested form may be a part): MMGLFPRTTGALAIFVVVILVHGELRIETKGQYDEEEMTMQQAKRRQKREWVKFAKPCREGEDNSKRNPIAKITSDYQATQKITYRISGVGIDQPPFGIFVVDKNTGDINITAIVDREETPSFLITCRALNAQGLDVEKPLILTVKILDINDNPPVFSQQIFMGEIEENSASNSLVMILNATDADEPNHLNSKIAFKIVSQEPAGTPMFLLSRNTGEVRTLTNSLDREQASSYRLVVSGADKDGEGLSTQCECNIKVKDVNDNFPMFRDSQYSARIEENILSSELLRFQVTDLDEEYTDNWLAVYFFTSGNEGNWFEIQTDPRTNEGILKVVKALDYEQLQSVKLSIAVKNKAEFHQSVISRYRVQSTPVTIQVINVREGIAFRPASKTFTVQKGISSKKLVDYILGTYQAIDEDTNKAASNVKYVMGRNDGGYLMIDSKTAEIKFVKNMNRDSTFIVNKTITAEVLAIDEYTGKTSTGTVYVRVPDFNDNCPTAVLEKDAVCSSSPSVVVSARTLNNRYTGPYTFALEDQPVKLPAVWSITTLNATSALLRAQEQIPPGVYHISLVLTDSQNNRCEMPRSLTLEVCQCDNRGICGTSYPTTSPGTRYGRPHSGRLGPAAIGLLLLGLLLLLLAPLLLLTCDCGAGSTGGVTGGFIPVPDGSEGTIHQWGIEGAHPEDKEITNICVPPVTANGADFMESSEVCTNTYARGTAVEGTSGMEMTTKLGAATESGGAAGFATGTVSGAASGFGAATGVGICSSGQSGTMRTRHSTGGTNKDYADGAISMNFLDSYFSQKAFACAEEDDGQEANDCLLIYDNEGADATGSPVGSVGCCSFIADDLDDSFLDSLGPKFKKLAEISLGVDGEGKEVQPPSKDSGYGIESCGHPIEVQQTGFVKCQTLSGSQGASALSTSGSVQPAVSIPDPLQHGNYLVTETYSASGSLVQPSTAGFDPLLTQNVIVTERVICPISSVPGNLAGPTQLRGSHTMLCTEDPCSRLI
Numbers without * were called inactive; ? = inconclusive; . = no result given. Rows were taken by chance; any-hit rate near 2.8%.

SMILES	AddAB inh	PfHsp90 set2	PKA-R1A act	Arr AP2 block	Tat transport	phage Ecoli inh	OPRM1-OPRD1 inv	Mot1-301 SUMO	OPRM1-OPRD1 ag	Ecoli viability	DSG3 Ab inh
Cc1[nH]c(=O)[nH]c(=O)c1Cc1cccc2ccccc12	0.3	12	0	14	4	1.2	9	0	-1.6	-0.3	99
CC1(C)SCC(C(=O)O)N1C=O (stereo unspecified)	3.2	20	7	-1	-3	2.5	17	10	-3.6	0.6	101
CC(=O)NCC(=O)NC1(C(=O)NC2CCCC2)CCCCC1	-1.3	26	-11	1	5	0.3	17	76	-3.1	-2.8	99
O=C(C1CC1)N1CCCN(C(=O)C2CC2)CC1	0.2	8	-1	1	3	3.4	14	9	-2.4	1.5	104
COCC(C)NC(C(=O)Nc1ccc(C)c(Cl)c1)c1ccccc1 (stereo unspecified)	3.7	-16	3	5	-8	0.9	9	3	-1.6	1.0	103
Cc1ccc(N2C(N)=C(C#N)C(c3cccs3)C3=C2CC(C)(C)CC3=O)cc1 (stereo unspecified)	-0.2	20	9	11	-2	1.2	9	-13	-1.7	-0.2	106
O=C1CCC(N2C(=O)c3ccccc3C2=O)C(=O)N1 (stereo unspecified)	-2.4	2	5	31	8	2.1	-2	256	0.3	-0.3	101
COc1cccc(CN2CCN(Cc3cccc(Br)c3)CC2)c1OC	-2.4	2	5	4	-12	-1.4	1	-20	-0.2	-0.7	96
O=C(CCl)Nc1ccc2c(c1)OCO2	-1.3	4	2	-7	5	2.8	9	0	-1.9	-2.0	102
Cc1cc(C(=O)NNC(=O)c2cccc(S(=O)(=O)N3CCOCC3)c2)c2ccccc2n1	-0.9	.	-12	-26	5	2.1	10	-2	-2.0	-1.5	117
COc1ccccc1CN=C1NC(=O)C(CC(=O)Nc2ccc(OC)c(OC)c2)S1 (stereo unspecified)	1.0	10	-12	6	1	1.2	-8	1	1.6	-0.5	97
COc1cc(CNCCCN2CCOCC2)cc(Br)c1OCc1ccc(Cl)cc1	-3.3	-3	14	0	13	0.1	-24	228	4.7	-4.1	98
C=C(C)COc1ccc(-c2ncncc2Oc2ccc(OC)cc2)c(O)c1	2.2	.	-1	-9	-4	1.0	12	10	-2.4	-0.2	91
O=S(=O)(/N=C(\c1ccccc1F)N1CCCCC1)c1ccccc1	1.6	-20	4	4	3	3.4	14	-10	-2.5	-1.4	109
Cc1ccc2c(c1)C1CN(C)CCC1N2C(=S)NC(=O)c1ccc(Cl)cc1Cl (stereo unspecified)	-3.1	18	-10	-23	28	-1.9	.	-3	.	-0.4	106
O=C(NC1CCCCC1)N1CCN(Cc2ccco2)CC1	0.7	-18	-10	-3	-9	2.9	11	-1	-2.4	-0.1	107
COc1ccccc1C(=O)NNC(=O)c1ccccc1	2.0	12	-7	30	-11	0.1	15	-8	-2.9	0.7	97
CCC(=NCc1ccccc1)c1c(C(F)(F)F)[nH]n(-c2nc3ccccc3s2)c1=O	1.8	3	-8	21	?	-0.4	17	-2	-3.7	-0.6	96
COc1cc(/C=C(\C#N)c2ccccn2)cc(OC)c1O	-2.5	-5	7	32	7	1.7	14	50	-2.8	-1.5	99
CCc1ccc(OCc2nnc(SCCN3CCOCC3)n2C)cc1	-0.8	.	5	1	-6	2.6	8	6	-1.3	2.6	102
COc1ccc(/C=C(/NC(=O)c2cccs2)C(=O)NCc2ccco2)cc1OC	3.7	-5	-5	19	-11	1.8	8	1	-1.4	1.6	97
Cc1nc(SCC(=O)Nc2ccc3c(c2)OCCO3)c2oc3ccccc3c2n1	0.1	.	8	0	-5	4.6	5	89	-0.8	-1.7	100
O=C(O)c1cc(N/N=C/c2ccc3c(c2)OCCO3)ccc1Cl	5.0	-7	4	12	-6	2.3	13	10	-2.4	-1.5	109
C=Cc1ccc(CN2CCCN(Cc3ccc(F)cc3)S2(=O)=O)cc1	0.7	12	-3	2	5	2.9	1	45	-0.2	1.2	95
COc1ccc(OC)c(-n2c(O)cnc2Nc2nc(C)cc(C)n2)c1	1.3	0	9	14	-4	1.5	-6	-8	1.3	-0.6	.
CCOc1ccc(NC(=O)OCCN2CCN(CCc3ccccc3)C(C)C2)cc1 (stereo unspecified)	.	3	6	42	1	4.4	0	.	0.1	.	116
CCOc1ccc(Nc2ccc(N)c(S(=O)(=O)O)c2)cc1	.	-9	7	-2	6	-0.5	-20	.	3.9	.	115
CSc1cccc(NC(N)=O)c1	6.6	.	.	-2	.	3.0	.	0	.	0.2	96
Cc1cc(=O)oc2cc(OCC(O)CN3CCN(c4ccc(F)cc4)CC3)ccc12 (stereo unspecified)	1.4	17	-11	9	2	-0.3	-11	12	1.9	1.2	98
O=C([C@@H]1CCCN1C(=O)c1cccs1)N1CCN(S(=O)(=O)c2ccccc2F)CC1	0.9	-10	-15	-1	4	2.2	9	-13	-2.1	1.1	.

One compound at a time (already shown). Order of screens: AddAB inh, PfHsp90 set2, PKA-R1A act, Arr AP2 block, Tat transport, phage Ecoli inh, OPRM1-OPRD1 inv, Mot1-301 SUMO, OPRM1-OPRD1 ag, Ecoli viability, DSG3 Ab inh
C=Cc1ccc(CN2CCCN(Cc3ccc(F)cc3)S2(=O)=O)cc1 reads 0.7, 12, -3, 2, 5, 2.9, 1, 45, -0.2, 1.2, 95
COc1ccc(OC)c(-n2c(O)cnc2Nc2nc(C)cc(C)n2)c1 reads 1.3, 0, 9, 14, -4, 1.5, -6, -8, 1.3, -0.6, .
COc1cc(/C=C(\C#N)c2ccccn2)cc(OC)c1O reads -2.5, -5, 7, 32, 7, 1.7, 14, 50, -2.8, -1.5, 99
CCOc1ccc(Nc2ccc(N)c(S(=O)(=O)O)c2)cc1 reads ., -9, 7, -2, 6, -0.5, -20, ., 3.9, ., 115

The listing picks up; the 4 compounds before the break are reprinted first.
SMILES	AddAB inh	PfHsp90 set2	PKA-R1A act	Arr AP2 block	Tat transport	phage Ecoli inh	OPRM1-OPRD1 inv	Mot1-301 SUMO	OPRM1-OPRD1 ag	Ecoli viability	DSG3 Ab inh
CCOc1ccc(Nc2ccc(N)c(S(=O)(=O)O)c2)cc1	.	-9	7	-2	6	-0.5	-20	.	3.9	.	115
CSc1cccc(NC(N)=O)c1	6.6	.	.	-2	.	3.0	.	0	.	0.2	96
Cc1cc(=O)oc2cc(OCC(O)CN3CCN(c4ccc(F)cc4)CC3)ccc12 (stereo unspecified)	1.4	17	-11	9	2	-0.3	-11	12	1.9	1.2	98
O=C([C@@H]1CCCN1C(=O)c1cccs1)N1CCN(S(=O)(=O)c2ccccc2F)CC1	0.9	-10	-15	-1	4	2.2	9	-13	-2.1	1.1	.
Cc1cc(Cl)ccc1Oc1ccc(C(N)=O)cc1[N+](=O)[O-]	2.5	-21	-8	-7	-6	1.6	-4	117	0.8	0.2	105
Cc1ccc(NC(=O)CN2CCN(c3ccccn3)CC2)c(Cl)c1	7.9	-1	1	-11	?	1.1	3	55	-0.5	7.1	110
Cc1ccc(C(C)(C)NC(=O)C2CCC(=O)N(C3CCCCCC3)C2)cc1 (stereo unspecified)	-0.1	5	5	1	-3	1.7	10	23	-1.9	-1.0	104
Cc1ccc(Sc2cc(C(F)(F)F)nc(N(C)C)n2)cc1	0.8	.	-1	-3	-3	1.0	-1	28	0.2	1.7	.
Cc1cccc(-c2cc(C(=O)Nc3ccc4c(c3)OCCO4)c3ccccc3n2)c1	2.1	19	13	-5	3	3.7	-23	40	5.5	-0.5	108
CCOC(=O)C1=C2c3ccc4ccccc4c3CC(C)(C)N2C(=O)C1=O	-0.8	-11	-2	0	-1	2.5	3	0	-0.6	-1.0	94
CCC(NC(=S)NC1CCCCC1)c1ccc(C)cc1 (stereo unspecified)	.	-3	-2	10	-4	.	-18	-10	3.2	.	.
CCOC(=O)C1=C(C)Nc2nc(SCC)[nH]c(=O)c2C1c1ccncc1 (stereo unspecified)	-0.3	3	10	-4	-5	3.5	-11	11	1.9	-1.0	103
CC1=C(C(=O)OCc2ccccc2)C(c2ccc(C(F)(F)F)cc2)NC(=O)N1CCCCCC(=O)O (stereo unspecified)	2.6	.	4	-1	0	1.9	9	-5	-1.6	0.7	101
CCC(C)NC(=O)C1CCC(=O)N1Cc1ccc(C)cc1 (stereo unspecified)	3.5	21	-4	3	2	2.5	10	-5	-2.1	4.0	95
Cc1ccsc1-c1nc(CN2CCN(C)C(=O)[C@@H]2C)c(C)o1	-1.7	11	0	-7	6	3.3	-5	2	0.9	-0.1	96
COc1cccc(Nc2nnc(SCC3CCCCO3)s2)c1 (stereo unspecified)	-3.1	-11	-6	33	-14	0.5	-5	8	1.1	-2.9	107
NC(=O)c1cc(-c2ccccc2)nc(N2CCOCC2)n1	3.4	18	1	6	-3	0.6	-2	0	0.5	0.2	97
O=c1oc2c(CN3CCOCC3)c(O)c(Cl)cc2c2c1CCCC2	0.0	-5	2	8	-4	3.6	-14	-11	2.5	0.7	108
C=CCN(CC(=O)NC1CC1)S(=O)(=O)c1cccc(C(F)(F)F)c1	0.8	22	-5	-3	12	6.7	2	8	-0.6	-3.3	.

Single values from the entries so far.
CCC(C)NC(=O)C1CCC(=O)N1Cc1ccc(C)cc1 (stereo unspecified) – OPRM1-OPRD1 inv: 10
CCC(NC(=S)NC1CCCCC1)c1ccc(C)cc1 (stereo unspecified) – PKA-R1A act: -2

Next records
SMILES	AddAB inh	PfHsp90 set2	PKA-R1A act	Arr AP2 block	Tat transport	phage Ecoli inh	OPRM1-OPRD1 inv	Mot1-301 SUMO	OPRM1-OPRD1 ag	Ecoli viability	DSG3 Ab inh
N#Cc1ccccc1OCC(O)CS(=O)(=O)c1ccccc1 (stereo unspecified)	-1.4	2	-15	13	-2	4.2	5	47	-0.9	-0.2	108
COCCCn1c(C)nc2c(c1=O)c1nc3ccccc3nc1n2CCc1ccccc1	0.5	2	3	0	1	.	-24	-2	4.3	-1.1	88
Cn1cncc1C(=O)c1ccccc1	-1.3	-10	6	2	0	1.1	17	-3	-3.3	-1.3	107
O=C(CCn1c(=O)c2cccn2c2ccc(F)cc21)NCCc1ccccc1	3.4	-7	-7	27	-9	2.6	7	9	-1.3	-2.0	108

High-throughput results deposited in PubChem BioAssay by several laboratories.
